High-throughput results: PubChem BioAssay, NMMLSC
Bcl-W Bim block: inhibitors of Bim binding to Bcl-W, primary screen, biochemical, multiplexed, bead-based flow cytometry; Bcl-2-like protein 2 (Homo sapiens), Q92843; Bim peptide-Bcl-W binding; inhibition, % at 10 µM; hit rate 0.02% among 190,000;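 note: 0% = bound tracer without compound and 100% = peptide blocker; higher means less fluorescent Bim peptide bound to Bcl-W beads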
HRas wt GTP bind: modulators of GTP binding to HRas wildtype, primary screen, biochemical, bead-based flow cytometry, multiplex; GTPase HRas (Homo sapiens), P01112; GST-Ras wt beads, Bodipy-FL-GTP binding; actives lie on both sides; GTP binding activity, % at 10 µM; hit rate 0.14% among 190,000; AID 759, 2007;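 active = GTP binding activity at least 20% away from the 100% baseline, either lowered as inhibitor or raised as activator; inconclusive = flagged as likely green fluorescent, judged across all proteins in the well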;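 note: 0% = unlabeled GTP competition control and 100% = no-compound control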
Rac1 act GTP bind: GTP binding modulators of activated mutant Rac1, primary screen, biochemical, bead-based flow cytometry, multiplex, fluorescent GTP. percent activity (GTP binding), % at 10 µM. hit rate 0.11% among 190,000. GST-Rac1 activated beads; actives lie on both sides; 100% means binding = to untreated wells;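 active = GTP binding at least 20 percentage points away from the 100% baseline, in either direction, so actives lie on both sides; inconclusive = Compound likely fluorescent itself, or too few beads counted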
Bcl-B Bim block: inhibitors of Bim-Bcl-B binding, primary screen, biochemical, multiplexed, human Bcl-2 family. bead-based flow cytometry, Bim peptide-Bcl-B binding. inhibition, % at 10 µM. hit rate 0.073% among 190,000;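 note: 0% = tracer peptide without compound and 100% = reference inhibitor peptide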
Target sequence (Q9HD36 whole entry, looked up): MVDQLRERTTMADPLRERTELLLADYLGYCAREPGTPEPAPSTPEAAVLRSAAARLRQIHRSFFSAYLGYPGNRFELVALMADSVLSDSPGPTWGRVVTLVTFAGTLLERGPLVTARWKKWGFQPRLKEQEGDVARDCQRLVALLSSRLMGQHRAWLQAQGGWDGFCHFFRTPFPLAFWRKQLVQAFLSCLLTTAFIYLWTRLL
Bcl-XL Bim block: inhibitors of Bim-Bcl-XL binding, primary screen, biochemical, multiplexed, bead flow cytometry, human Bcl-XL | hit rate 0.04% among 190,000 | Bim peptide-Bcl-XL binding, fluorescence | inhibition, % at 10 µM | AID 1007, 2008
Target sequence (Q07817 whole entry, looked up): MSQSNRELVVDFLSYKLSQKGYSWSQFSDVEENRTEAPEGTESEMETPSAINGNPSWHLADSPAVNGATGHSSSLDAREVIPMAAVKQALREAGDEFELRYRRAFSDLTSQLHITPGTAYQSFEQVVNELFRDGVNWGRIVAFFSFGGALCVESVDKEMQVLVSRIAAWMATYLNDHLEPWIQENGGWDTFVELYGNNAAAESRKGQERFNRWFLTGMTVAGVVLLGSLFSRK
Cdc42 wt: modulators of GTP binding to wildtype Cdc42, primary screen, biochemical, multiplex bead flow cytometry, Bodipy-GTP. percent activity (GTP binding), % at 10 µM. GST-Cdc42 beads; actives lie on both sides. hit rate 0.2% among 190,000. AID 761, 2007;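 active = percent activity GTP binding at least 20 points away from the 100% baseline, either down as inhibitor or up as activator; inconclusive = compound flagged as likely green fluorescent from well-wide comparison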;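 note: median bead fluorescence of bound Bodipy-FL-GTP at 100 nM; 0% = excess unlabeled GTP control and 100% = no compound control; below 100% means less GTP binding so inhibitor and above means activator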
Target sequence (P60953 whole entry, looked up): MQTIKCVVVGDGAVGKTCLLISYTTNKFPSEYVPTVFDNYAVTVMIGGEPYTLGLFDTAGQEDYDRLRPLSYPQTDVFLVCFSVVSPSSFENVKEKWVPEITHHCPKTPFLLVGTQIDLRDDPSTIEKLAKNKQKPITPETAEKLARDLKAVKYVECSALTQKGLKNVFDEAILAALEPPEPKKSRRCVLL
Bim-Bfl-1: inhibitors of Bim binding to Bfl-1, primary screen, biochemical, multiplexed, bead-based flow cytometry. Bcl-2-related protein A1 (Homo sapiens), Q16548. Bim-Bfl-1 binding inhibition. inhibition, % at 10 µM. hit rate 0.12% among 190,000;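 note: 0% = wells without compound plus tracer and 100% = blocker peptide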
Rab2A wt mod: modulators of GTP binding to Rab2A wildtype, primary screen, biochemical, dog, bead-based flow cytometry, multiplex. hit rate 0.19% among 190,000. GST-Rab2 wt beads, Bodipy-GTP binding. Ras-related protein Rab-2A (Canis lupus familiaris), P61105. GTP binding activity, % at 10 µM;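 active = GTP binding activity at least 20 points away from 100%, either lowered or raised; inconclusive = signal likely due to the compound's own green fluorescence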;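 note: 0% = beads with excess unlabeled GTP and 100% = no-compound control corrected for plate trend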
Bim-Bcl-2: inhibitors of Bim-Bcl-2 binding, primary screen, biochemical, multiplexed, human Bcl-2 family. hit rate 0.06% among 190,000. inhibition, % at 10 µM. Bead-based flow cytometry, Bim peptide-Bcl-2 binding. AID 950, 2007; in the data active = inhibition above about 40%; inconclusive = no clear call, values can overlap the other calls;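 note: 0% = no compound wells with probe peptide and 100% = reference peptide inhibitor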
Target sequence (P10415 whole entry, looked up): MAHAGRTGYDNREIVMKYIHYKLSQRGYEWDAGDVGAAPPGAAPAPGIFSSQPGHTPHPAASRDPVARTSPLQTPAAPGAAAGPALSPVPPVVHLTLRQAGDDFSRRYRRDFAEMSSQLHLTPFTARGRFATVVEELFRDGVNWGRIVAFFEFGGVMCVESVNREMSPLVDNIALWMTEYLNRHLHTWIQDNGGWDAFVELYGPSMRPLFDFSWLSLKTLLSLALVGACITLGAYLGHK
Rab7 wt GTP bind: modulators of GTP binding to Rab7, primary screen, biochemical, wildtype, multiplex bead flow cytometry; Rab7 GTPase wild type (dog), Bodipy-FL-GTP binding; GST-Rab7 beads, fluorescent GTP binding; actives lie on both sides; untreated = 100%, excess cold GTP = 0%; GTP binding activity (percent of control), % at 10 µM; hit rate 0.055% among 190,000; AID 758, 2007;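 active = fluorescent GTP binding to Rab7 beads changed by at least 20 points from the 100% baseline, either direction, mostly lower; inconclusive = compound itself probably fluorescent, or too few beads counted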;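 note: median green fluorescence of bound Bodipy-FL-GTP per Rab7 bead population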
Rac1 wt modul: wildtype Rac1 GTP binding modulators, primary screen, biochemical, GST-Rac1 beads, flow cytometry, multiplex; Ras-related C3 botulinum toxin substrate 1 (Homo sapiens), P63000; fluorescent GTP binding; actives lie on both sides; 0 = cold GTP competed, 100 = untreated; GTP binding activity (% of control), % at 10 µM; hit rate 0.27% among 190,000;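 active = GTP binding activity at least 20 points away from the 100% control level, either lower or higher; inconclusive = compound flagged as likely green fluorescent, judged across all proteins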
* marks the source's active call; other numbers are inactive results; ? = inconclusive; / = no result given. Cut-off read from the data, not from the text of the source, unless noted: active = inhibition above about 40%. Random draw from the library; overall some 0.62% were active at least once.

Every second line gives: Bcl-W Bim block	HRas wt GTP bind	Rac1 act GTP bind	Bcl-B Bim block	Bcl-XL Bim block	Cdc42 wt	Bim-Bfl-1	Rab2A wt mod	Bim-Bcl-2	Rab7 wt GTP bind	Rac1 wt modul
1	CC1Oc2ccccc2N(CC(=O)NCC2CCCO2)C1=O (stereo not given)
    1	100	96	-6	-4	101	-16	99	-11	98	101
2	CN(c1ccccc1)S(=O)(=O)c1ccc(C(=O)Nc2nccs2)cc1
    1	102	100	-6	-4	103	-8	102	-4	99	106
3	CCCCN1CNC(=S)N(CCc2ccccc2)C1
    -5	98	102	-5	-4	99	-2	95	-3	103	99
4	C/C(=N\NC(=O)C(N)=O)c1ccc2c(c1)OCCO2
    2	98	97	0	-4	96	-3	95	-2	97	99
5	O=C(CSCCO)Nc1ccc(C2CCCCC2)cc1
    -4	101	100	-9	-6	102	-23	100	-9	102	105
6	Cc1ccc(NC(=O)CNCc2ccccc2)cc1Br
    -1	94	92	-4	0	94	-6	93	-2	98	95
7	O=C(/C(=N\O)n1cncn1)c1ccc(Cl)cc1Cl
    2	100	99	0	-2	105	-5	102	-4	103	104
8	Cc1ccc(-n2c(-c3nn(C)cc3Cl)n[nH]c2=S)cc1
    -4	100	97	-29	-8	99	4	97	-5	99	101
9	COC(=O)c1cc(Cl)c(NC(=O)c2ccc(C(C)(C)C)cc2)cc1OC
    0	99	96	-6	-7	99	-17	98	-9	102	102
10	COC(=O)c1cccc(Cn2c(Cl)c(/C=N/NC(=O)c3ccccc3Cl)sc2=O)c1
    -3	99	98	-6	0	100	-2	97	0	96	98
11	CN(C)CCC#CC(O)(c1ccccc1)c1ccccc1
    -3	101	102	-3	-7	103	0	99	0	98	105
12	O=C(COC(=O)c1cc(Cl)nc2ccccc12)c1ccc(Cl)cc1
    -4	98	95	0	-4	99	-6	97	1	97	99
13	CCOP(=O)(O)c1ccccc1OCCCCCOc1ccccc1P(=O)(O)OCC
    -7	99	96	-2	-1	99	-2	98	-2	99	99
14	O=C(OCc1nc2ccccc2s1)C1CCN(S(=O)(=O)c2cccs2)CC1
    -1	108	101	0	0	108	-1	110	-2	107	105
15	CN(C)c1nc(C(N)=O)nc(N2CCOCC2)n1
    1	102	100	-7	13	101	-10	100	-5	102	105
16	O=C(NCCN1CCOCC1)c1ccc(CS(=O)(=O)Cc2ccccc2F)o1
    0	100	100	-1	0	100	0	100	0	100	105
17	O=C(OC1CCCCC1=O)c1cc(=O)c2ccccc2o1 (stereo not given)
    -4	100	97	0	-3	101	9	98	4	94	98
18	CC(NC(=O)CSCc1ccccc1Br)c1ccccc1 (stereo not given)
    0	99	99	-2	-1	99	0	101	1	100	103
19	Cc1ccc(NC(C#N)c2ccccc2OCc2ccccc2)cc1 (stereo not given)
    2	99	98	1	-3	100	-2	99	0	97	102
20	CCCN(CC(=O)Nc1cc(Cl)ccc1Cl)C(=O)/C=C/c1ccco1
    14	95	96	10	16	100	1	95	9	97	99
21	COc1ccc(N(CC(=O)Nc2ccc(S(=O)(=O)N3CCOCC3)cc2)S(=O)(=O)c2ccc(F)cc2)cc1
    -3	97	96	-13	-7	100	0	99	-3	104	101
22	CN1CCN(c2ccccc2NC(=O)C(Cc2ccccc2)n2cccc2)CC1 (stereo not given)
    -4	100	98	-21	-7	103	-8	101	-1	101	101
23	CC(=O)C1=C(O)CC(c2ccccc2)CC1=NCCc1c(C)[nH]c2ccc(C)cc12 (stereo not given)
    -3	101	100	-8	-5	101	-1	99	0	97	105
24	CC1(c2ccccn2)Nc2ccccc2-c2nc3ccccc3n21 (stereo not given)
    -3	?	?	-4	-3	?	0	?	-2	?	?
25	COCC1CCCN(Cc2cn[nH]c2-c2cc3ccccc3o2)C1 (stereo not given)
    -1	97	97	-3	-3	96	-6	97	-4	97	101
26	COc1ccc(C(=O)Nc2ccc(NC(=O)C(C)C)nc2)cc1
    0	93	95	-2	-1	93	-4	92	-4	89	96
27	COc1ccc(C=C(c2nc3ccccc3s2)c2nc3ccccc3s2)cc1O
    -1	102	103	0	-2	102	0	101	1	102	102
28	CS/C(=N\S(=O)(=O)c1ccccc1)c1ccccc1
    -2	101	103	-6	-4	97	-3	99	-5	95	100
29	COc1ccc(-n2c(Cc3cccn3C)nnc2SCC(=O)NCC2CCCO2)cc1 (stereo not given)
    3	100	101	-4	-1	98	-8	104	-7	103	105
30	c1ccc(CNc2nc3ccccc3n3cnnc23)cc1
    3	102	101	-2	0	104	-7	102	-5	100	110
31	CC(=O)N(C)/C=C1\Sc2ccccc2C1=O
    -1	101	97	0	-1	103	0	97	-1	97	102
32	COC(=O)c1ccc(Cn2cc(C(F)(F)F)cc([N+](=O)[O-])c2=O)cc1
    -2	99	98	-2	-3	99	-5	99	-1	102	101
33	CCOC(=O)COC(=O)c1ccc(Oc2cc(C)nc(SC)n2)cc1
    -3	101	97	-3	-5	100	-4	102	-9	97	102
34	CCC1CCCCN1c1nc2c(C=O)c(C)nn2c2ccccc12 (stereo not given)
    -2	95	96	-5	-5	93	-18	95	-7	96	94
35	O=C(Nc1sc2c(c1-c1nc3ccccc3[nH]1)CCCC2)C1CCCC1
    -3	101	100	-10	-8	101	-11	102	-7	103	109
36	Cc1ccc(S(=O)(=O)NCc2cn3c(C)csc3n2)cc1
    0	102	103	-9	-8	107	-16	101	-6	99	106
37	Cc1cc(C)n2ncc(C(=O)Nc3ccc(Cl)c(Cl)c3)c2n1
    -4	96	97	-14	-5	96	1	97	0	98	96
38	O=C(NO)c1ccc(C(=O)N(C2CCCCC2)C2CCCCC2)cc1
    -1	100	99	-11	-5	99	-9	98	-8	98	106
39	O=C(COC(=O)c1ccncc1)NC(=O)C1CCCCC1
    -3	106	100	0	-1	106	-2	103	0	104	105
40	CCOc1ccc(OCc2ccc(C(=O)Nc3cccnc3)o2)cc1
    4	101	101	1	-2	102	2	101	-1	100	106
41	O=C(c1ccc2c(=O)n(C3CCCC3)c(=S)[nH]c2c1)N1CCCCCC1
    -3	95	92	-4	-1	93	-3	98	-3	106	97
42	O=c1oc2ccc3ccccc3c2c2c1SC(C(F)(F)F)C2 (stereo not given)
    9	103	99	-3	-2	101	-7	101	-5	105	106
43	COc1ccc(OC)c(/C=N/NC(=O)CC(=O)NCc2ccccc2)c1
    0	104	101	2	0	109	8	102	3	100	105
44	CCOC(=O)C1(CC2CCCCO2)CCN(Cc2cc(F)ccc2-n2cccn2)CC1 (stereo not given)
    0	97	97	-2	-3	98	-4	100	-1	98	99
45	COc1cccc(-c2cc(N)nn2C(=O)Nc2ccc(Cl)cc2)c1
    0	100	102	-8	-7	99	-12	98	-8	100	103
46	CN1CCN(C2=C(Cl)C(=O)N(Cc3ccccc3)C2=O)CC1
    -1	?	?	-7	-4	?	-13	?	-8	?	?
47	CC(=O)NC(=S)NNC(=O)COc1ccc(Br)cc1
    -3	100	97	-46	-10	99	3	104	-4	104	102
48	O=C(Nc1cccs1)Nc1ccccc1Cl
    -3	100	98	-18	-10	100	-16	101	-12	100	103
49	COc1ccccc1CN1C(=O)CN(C2CCCC2)C(=O)C1c1ccc(F)cc1 (stereo not given)
    5	102	98	-3	-3	104	-11	102	-7	103	106
50	O=C(CC1NCCNC1=O)Nc1ccc([N+](=O)[O-])cc1 (stereo not given)
    -2	98	97	-5	-5	96	-5	97	-1	106	102
51	COc1ccc(C(=O)C2CCCN(C(=O)c3cc(C(C)C)no3)C2)cc1F (stereo not given)
    -1	96	95	-4	-2	96	-6	98	-3	96	96
52	Cc1nn(-c2ccccc2)c(C)c1C(=O)OCC(=O)N1c2ccccc2NC(=O)C1(C)C
    -1	100	100	-7	-7	103	-18	104	-10	100	103
53	COc1cccc(OC)c1C(=O)NC(=S)Nc1cccc(NC(=O)c2ccco2)c1
    1	96	97	-2	0	97	-3	95	1	97	97
54	Cc1cc([N+](=O)[O-])c(C)cc1-c1ccc(/C=N/NC(=O)Cn2nnnc2N)o1
    3	96	97	-7	0	96	0	98	0	98	96
55	COc1ccc2nc(SCc3cccnc3)c(C#N)cc2c1
    1	99	99	0	0	101	-4	99	0	100	102
56	Cc1ccc(N(CC(=O)NCC2CCCO2)C(=O)CCC(=O)Nc2ccccn2)cc1C (stereo not given)
    /	99	99	/	/	99	/	97	?	102	104
57	O=C(NCc1ccccc1)C12CN(Cc3ccccc3)CC1C(c1cccc([N+](=O)[O-])c1)=NO2 (stereo not given)
    0	98	96	-4	0	98	-10	98	-4	99	99
58	CCOC(=O)c1c(NC(=O)c2noc3c2CCCC3)sc(C)c1C
    3	100	100	-27	-6	99	11	101	-11	100	105
59	CNC(=O)CN(c1cc(C)ccc1C)S(C)(=O)=O
    -1	106	102	-1	-1	109	1	106	-1	104	104
60	CNC(=S)N(Cc1cc2ccc(OC)cc2[nH]c1=O)CC1CCCO1 (stereo not given)
    -3	93	95	-10	-1	96	-2	95	-2	94	98

Following part:
Every second line gives: Bcl-W Bim block	HRas wt GTP bind	Rac1 act GTP bind	Bcl-B Bim block	Bcl-XL Bim block	Cdc42 wt	Bim-Bfl-1	Rab2A wt mod	Bim-Bcl-2	Rab7 wt GTP bind	Rac1 wt modul
61	CC(=O)OC(C)(CCC(C)(OC(C)=O)C(C)=O)C(C)=O (stereo not given)
    -4	101	98	-4	3	103	0	101	0	98	100
62	O=C(CSc1ccccc1C(=O)O)c1ccc([N+](=O)[O-])cc1
    2	98	96	-2	0	96	-6	100	-4	102	99
63	CC1=C(C(=O)Nc2ccccc2)C(c2ccco2)C(C#N)=C(SCC(=O)OC(C)C)N1 (stereo not given)
    -2	99	97	-6	-3	97	-5	97	-6	102	103
64	CC(C)(C)NC(=O)C1CCC(C)(C(=O)O)C1(C)C (stereo not given)
    1	98	98	-11	2	99	-10	99	-7	98	98

Along the list, as entered above:
HRas wt GTP bind, entries 61–64: 101, 98, 99, 98
Bim-Bfl-1, entries 61–64: 0, -6, -5, -10
